Assay outcomes from PubChem.
RGS7-Gao: modulates binding of RGS7 to human Galphao; binding response (% of control), % at 10 µM; P09471; 0.35% of 220,000 active; Multiplexed bead flow cytometry; actives lie on both sides; AID 1439; in the data active = binding response below about 49% or above about 150%; inconclusive = no clear call, values can overlap the other calls; inactive = in between;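 note: fluorescent Galphao held in activated GDP-AlF4 state binding bead-coupled RGS7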
Target sequence (P09471 whole entry, looked up): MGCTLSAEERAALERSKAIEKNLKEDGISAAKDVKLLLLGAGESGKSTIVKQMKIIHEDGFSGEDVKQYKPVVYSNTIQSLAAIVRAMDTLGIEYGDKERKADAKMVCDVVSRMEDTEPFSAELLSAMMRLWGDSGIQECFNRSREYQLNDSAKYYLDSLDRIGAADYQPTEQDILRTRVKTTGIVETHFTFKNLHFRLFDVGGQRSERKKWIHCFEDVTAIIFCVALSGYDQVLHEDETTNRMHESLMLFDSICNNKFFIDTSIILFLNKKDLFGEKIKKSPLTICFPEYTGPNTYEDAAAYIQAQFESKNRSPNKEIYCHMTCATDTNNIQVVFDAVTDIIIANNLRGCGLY
Bcl-W Bim block: human Bim-Bcl-W interaction inhibition. Q92843. bead-based flow cytometry, Bim peptide-Bcl-W binding. inhibition, % at 10 µM. 0.02% of 190,000 active. AID 952;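 note: 0% = bound tracer without compound and 100% = peptide blocker; higher means less fluorescent Bim peptide bound to Bcl-W beads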
RGS8-Gao reg: regulators of human RGS8-Galphao interaction; response (percent of control binding), % at 10 µM; P09471; multiplexed bead flow cytometry, RGS8-Galphao binding; actives lie on both sides; 0.34% of 220,000 active; AID 1423; in the data active = response below about 60% or above about 140%; inactive = in between;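 note: Galphao activated as the GDP aluminium fluoride complex binding bead-coupled RGS8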
Mcl1-Bid inh: Mcl-1/Bid interaction inhibition; Q07820; 0.97% of 220,000 active; AID 1021; TR-FRET Mcl-1/Bid-Dy647 peptide binding, 1536-well; inhibition, % at 21.7 µM;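 active = compounds that cut the binding signal by more than half at the single screening dose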;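 note: His-tagged Mcl-1 with europium anti-His antibody binding Bid BH3 peptide; 0% = Mcl-1 plus peptide wells and 100% = peptide-only wells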
Target sequence (Q07820 whole entry, looked up): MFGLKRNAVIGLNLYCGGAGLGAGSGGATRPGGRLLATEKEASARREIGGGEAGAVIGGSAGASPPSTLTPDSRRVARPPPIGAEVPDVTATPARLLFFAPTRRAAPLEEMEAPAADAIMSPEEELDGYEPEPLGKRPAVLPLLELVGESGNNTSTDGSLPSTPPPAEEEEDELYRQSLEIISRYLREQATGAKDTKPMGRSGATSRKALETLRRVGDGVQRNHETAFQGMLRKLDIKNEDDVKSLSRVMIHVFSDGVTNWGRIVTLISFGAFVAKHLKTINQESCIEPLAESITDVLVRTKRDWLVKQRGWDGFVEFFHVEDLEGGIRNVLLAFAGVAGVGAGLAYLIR
Bfl-1 Bim block: inhibitors of Bim-Bfl-1 interaction, human | Q16548 | Bead-based flow cytometry, Bim-Bfl-1 binding inhibition | inhibition, % at 10 µM | 0.12% of 190,000 active;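 note: 0% = wells without compound plus tracer and 100% = blocker peptide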
Bcl-2 Bim block: human Bim-Bcl-2 interaction inhibition; P10415; Bead-based flow cytometry, Bim peptide-Bcl-2 binding; inhibition, % at 10 µM; 0.06% of 190,000 active; AID 950; in the data active = inhibition above about 40%; inconclusive = no clear call, values can overlap the other calls;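 note: 0% = no compound wells with probe peptide and 100% = reference peptide inhibitor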
Bcl-B Bim block: disrupts Bim peptide binding to human Bcl-B. bead-based flow cytometry. Q9HD36. 0.073% of 190,000 active. inhibition, % at 10 µM. AID 951;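 note: 0% = tracer peptide without compound and 100% = reference inhibitor peptide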
Target sequence (Q9HD36 whole entry, looked up): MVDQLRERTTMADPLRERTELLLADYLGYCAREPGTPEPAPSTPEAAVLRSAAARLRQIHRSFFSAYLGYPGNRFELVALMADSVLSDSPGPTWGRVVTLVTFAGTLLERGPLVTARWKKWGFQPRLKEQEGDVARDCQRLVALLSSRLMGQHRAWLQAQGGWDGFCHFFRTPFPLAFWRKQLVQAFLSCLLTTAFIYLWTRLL
RGS4-Gao reg: human RGS4-Galphao interaction regulation; Multiplexed bead flow cytometry, RGS4-Galphao binding; actives lie on both sides; P09471; binding response (% of control), % at 10 µM; 0.33% of 220,000 active; AID 1415; in the data active = binding response below about 49% or above about 150%; inactive = in between;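 note: fluorescent Galphao activated with aluminum fluoride binding bead-coupled RGS4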
GSH bead fluor: compound fluoresces at 488/530 nm on GSH beads. GSH beads flow cytometry, compound fluorescence 488/530 nm; stronger effect = higher value. fluorescence (KMESF) at 10 µM. 0.25% of 190,000 active. AID 1776; in the data active = fluorescence above about 89;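 note: glutathione beads carrying GST-tagged Bcl family fusion proteins plus one bare bead set; values are compound well signal with DMSO vehicle wells as background; inactives centre near 16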
Mcl-1 Bim block: disrupts Bim peptide binding to human Mcl-1 | Q07820 | 0.1% of 190,000 active | inhibition, % at 10 µM | Bead-based flow cytometry, Bim peptide-Mcl-1 binding;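 note: 0% = no compound tracer wells and 100% = peptide blocker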
Bim-Bcl-XL: inhibitors of Bim-Bcl-XL interaction, human; Q07817; Bim peptide-Bcl-XL binding, bead flow cytometry, fluorescence; inhibition, % at 10 µM; 0.04% of 190,000 active
* = called active by the depositor; ? = inconclusive; . = not tested or not shown. Cut-off read from the data, not from the text of the source, unless noted: active = inhibition above about 40%.

SMILES	RGS7-Gao	Bcl-W Bim block	RGS8-Gao reg	Mcl1-Bid inh	Bfl-1 Bim block	Bcl-2 Bim block	Bcl-B Bim block	RGS4-Gao reg	GSH bead fluor	Mcl-1 Bim block	Bim-Bcl-XL
C/C(=N/NC(=O)CSc1nc2ccccc2n1C)c1ccncc1	103	-3	100	-25	-5	-7	-5	102	15	-1	-4
COC(=O)c1sc2ccccc2c1NC(=O)c1coc2ccccc2c1=O	95	-9	98	35	-14	-9	-11	95	15	-7	-10
CCC(COC)NC(=O)CCc1nnc(Cc2cccc(C(F)(F)F)c2)o1 (stereo not drawn)	104	13	105	-20	-2	2	0	100	11	21	4
CCc1cc(CNC(=O)CC2C(=O)NCCN2Cc2c(F)cccc2Cl)on1 (stereo not drawn)	93	2	97	-29	-3	0	-1	93	10	0	0
Cc1cc(C)n2nc(CCCCc3nc4nc(C)cc(C)n4n3)nc2n1	98	-5	104	-6	-13	-6	-8	101	17	-4	-2
Cc1cc(CNC(=O)[C@H]2C[C@@H]2[C@H](NP(=O)(c2ccccc2)c2ccccc2)c2ccccc2)nn1C	98	-2	103	3	0	-2	-6	101	19	-3	-4
CC1CC(=O)N(c2ccc(NCCc3ccc(O)cc3)c([N+](=O)[O-])c2)C1=O (stereo not drawn)	106	-12	98	-24	-5	-4	-4	97	14	-2	-6
CC(=O)Nc1ccc(S(=O)(=O)Nc2nc3ccccc3nc2Sc2nncn2C)cc1	105	0	103	-64	3	-2	-10	110	11	-1	-3
CCOc1ccc2nc(-c3ccccc3)[nH]c2c1	101	0	101	44	-1	0	2	102	12	0	-2
C=C(C)CSc1nc2nc(C)cc(C)n2n1	99	0	105	10	1	0	3	106	13	-1	1
Cc1ccc(C(=O)N2CCSC2=S)cc1	98	-1	101	-13	-8	0	-2	99	8	-1	-2
COc1ccc(CNC(=O)Cn2cncn2)cc1OC	100	6	90	1	0	2	8	102	20	6	3
CC(=O)c1c(O)cc(=O)n(-c2ccccc2)c1-c1cccc2ccccc12	102	-2	100	-91	-1	2	3	103	8	0	-2
Cc1ccccc1NC(=S)N1CCOCC1	99	-1	105	-30	-9	-1	-1	103	14	3	-2
Cc1nc2ccccc2c(=O)n1NC(=O)/C=C/c1ccc(Br)cc1	99	0	99	-11	-13	-7	-4	100	13	-1	-2
Cc1ccc(C(=O)CSc2nnc3c4ccccc4nc(Cc4ccccc4)n23)cc1	106	0	104	-14	0	2	-4	104	6	0	-1
COC(=O)c1sccc1NC(=O)c1ccncc1	100	-1	100	-7	-11	-2	-4	102	24	0	-4
COC(=O)[C@@H]1CC[C@H](C)[C@@H](c2ccc(C)cc2)N1C(=O)c1ccc(/C=N/O[C@H](C)c2cn([C@@H]3COC[C@H]3O)nn2)cc1	100	-1	88	9	1	1	-2	93	19	-4	-1
Cc1ccc(NC(=O)Cn2cncc2-c2ccc([N+](=O)[O-])cc2)cc1C	100	3	100	21	7	8	7	103	20	3	2
O=C(CCn1c(=O)c2ccccc2n(CC(=O)NC2CCCC2)c1=O)NCCc1ccc(Cl)cc1	94	-3	97	-6	-1	-5	-4	96	18	-3	-1
Fc1cccc(Cc2noc(CN3CCSCC3)n2)c1	90	-4	97	-19	-3	-3	-4	96	13	-12	-7
Clc1cccc(C[n+]2cc(-c3ccccc3)n3c2CCC3)c1	143	3	98	-18	8	7	1	75	12	4	7
C=CCNC(=O)C1CCN(c2cnccn2)CC1	97	-2	102	-17	-2	0	-2	102	12	-3	-2
CCCc1nnc(SCC(=O)N2CCOCC2)n1CCCOC	106	0	104	-23	-4	-1	-4	104	24	-3	-6
Cc1cc2c(cc1C)C(c1ccccc1Br)CC(=O)N2 (stereo not drawn)	100	-2	104	-6	-7	-6	-7	107	11	-4	-6
COc1cc(NC(=O)COc2ccc(Br)cc2)ccc1NC(=O)C(C)C	?	-6	101	-27	-5	-4	-3	99	14	-2	-3
O=C(COc1ccccc1)NCCc1cn2ccsc2n1	102	2	101	-13	-7	-8	-3	102	18	0	-4
Cc1ccccc1CN1CCc2c(OCC(=O)N3CCCc4ccccc43)cccc2C1=O	92	-4	82	22	0	-3	-9	92	5	-4	-8
COC(=O)CCn1nnc(-c2ccc(C(C)C)cc2)n1	99	-2	99	2	0	0	0	100	30	-1	-4
CCC(c1nnnn1Cc1ccccc1)N1CCN(C(=O)c2ccco2)CC1 (stereo not drawn)	99	0	99	-13	-1	0	0	101	10	0	0
Cc1ccccc1NC(=S)N/N=C1\CC(C)(C)Oc2ccc(O)cc21	?	-4	103	-131	-2	-3	-5	104	11	-3	-7
Fc1ccccc1Cn1nnc(-c2ccc3c(c2)OCO3)n1	100	-3	100	-18	-17	-13	-13	100	33	-6	-7
COc1ccc2c(c1OC)CN1CCc3cc4c(cc3[C@@H]1[C@@H]2O)OCO4	102	0	102	-17	-1	1	0	101	15	9	-5
O=C1OC(/C=C/c2ccccc2)=NC/1=C/c1ccco1	95	-1	98	-7	3	8	-5	94	9	-3	0
CCc1ccc2[nH]c(=O)c(CN(Cc3nnnn3C3CCCC3)C3CCCCC3)cc2c1	98	-3	100	-23	0	-3	-3	98	22	-3	-2
O=C(O)CCn1c(=O)sc2ccccc21	94	1	96	-17	2	0	1	94	73	-2	-1
O=C(Nc1nnc(-c2ccccc2)o1)C1CCCCC1	101	5	103	8	-9	-2	-3	101	25	0	-4
COc1ccc(C(=O)CSc2nnc(-c3cc(C)on3)o2)cc1	92	-5	97	-35	-7	-5	-5	91	15	-4	-5
CCCN(CCC)CCNC(=O)C1c2ccccc2C(=O)N2CCc3ccccc3C12 (stereo not drawn)	94	0	103	-24	-4	-2	0	100	10	0	1
S=C(Nc1cccnc1)N1CCCCC1	99	6	99	-42	0	-3	-1	98	22	4	1
COc1cccc(C(=O)Nc2cc([N+](=O)[O-])ccc2N2CCN(C)CC2)c1	104	3	108	-14	-2	0	-4	105	24	0	2
COCc1nnc(NC(=O)CCC2CCCCC2)s1	98	-5	101	-5	-12	-15	-17	97	31	-9	-22
Cc1nnc(N/N=C/c2ccc([N+](=O)[O-])cc2)n1N	102	2	118	-38	0	1	5	106	57	-1	-3
Cc1nc2ccccc2nc1OCC(=O)N1CCN(c2ccccc2)CC1	109	0	104	1	-12	-8	-7	104	24	-2	-8
COc1ccc(Br)cc1C(=O)Nc1ccc(Cc2ccncc2)cc1	102	1	102	6	3	0	5	101	18	2	3

5 entries picked at random from the list so far, as already listed:
SMILES	RGS7-Gao	Bcl-W Bim block	RGS8-Gao reg	Mcl1-Bid inh	Bfl-1 Bim block	Bcl-2 Bim block	Bcl-B Bim block	RGS4-Gao reg	GSH bead fluor	Mcl-1 Bim block	Bim-Bcl-XL
Cc1ccccc1NC(=S)N/N=C1\CC(C)(C)Oc2ccc(O)cc21	?	-4	103	-131	-2	-3	-5	104	11	-3	-7
Cc1nnc(N/N=C/c2ccc([N+](=O)[O-])cc2)n1N	102	2	118	-38	0	1	5	106	57	-1	-3
Cc1nc2ccccc2nc1OCC(=O)N1CCN(c2ccccc2)CC1	109	0	104	1	-12	-8	-7	104	24	-2	-8
Fc1ccccc1Cn1nnc(-c2ccc3c(c2)OCO3)n1	100	-3	100	-18	-17	-13	-13	100	33	-6	-7
O=C1OC(/C=C/c2ccccc2)=NC/1=C/c1ccco1	95	-1	98	-7	3	8	-5	94	9	-3	0

More entries follow.
SMILES	RGS7-Gao	Bcl-W Bim block	RGS8-Gao reg	Mcl1-Bid inh	Bfl-1 Bim block	Bcl-2 Bim block	Bcl-B Bim block	RGS4-Gao reg	GSH bead fluor	Mcl-1 Bim block	Bim-Bcl-XL
C#CC(CC)(CC)NC(=S)Nc1cccc(C(C)=O)c1	.	-4	.	-7	-2	-6	-3	.	17	0	-3
Cc1cccc(Oc2ccc(NC(=O)c3ccccc3C(=O)O)cc2)c1C	?	0	99	-61	4	2	3	97	13	0	-1
CSc1ccc(CNc2nnnn2C)cc1	?	1	103	-27	-6	-1	-3	105	15	2	-1
N#Cc1cccc(NC(=O)CC2CCCCC2)c1	108	0	107	-23	-16	-12	-6	112	260*	-4	-23
CC(C)NC(=O)NC(=O)COC(=O)c1ccccc1O	?	5	94	15	11	4	9	91	14	5	8
COC(=O)Cc1[nH]nc2c1C1(C(=O)N(Cc3ccc(Cl)cc3)c3ccccc31)C(C#N)=C(N)O2 (stereo not drawn)	94	1	99	-14	-3	-5	0	97	58	-2	-2
Cc1ccc(NS(=O)(=O)c2cn(C)cn2)cc1	96	-2	98	-12	-10	-7	-8	99	15	-3	-5
Cc1ccsc1C1CC(=O)NC2=C1C(=O)CC(C)(C)C2 (stereo not drawn)	101	0	102	-31	-12	-12	-8	104	16	-1	-2
c1ccc2c(c1)[nH]c1c(N3CCSCC3)ncnc12	103	0	98	-12	0	-1	0	100	21	0	0
O=C(O)c1cnn2c(C(F)(F)F)cc(-c3ccccc3)nc12	101	0	101	-4	0	-2	-2	104	43	-3	-2
COc1cc(/C=N/Nc2nc(C)cc(C)n2)ccc1OC(=O)c1ccco1	94	-3	98	-39	-8	-6	-8	96	10	-4	-9
Cn1c(=O)c2c(nc(N/N=C/c3cccs3)n2Cc2ccc(Br)cc2)n(C)c1=O	101	-2	106	-3	-12	-7	-10	101	15	-2	-6
Cn1c(Cn2c(=O)sc3ccccc32)nnc1SCC(=O)Nc1cccc(Cl)c1	100	-9	101	-10	-10	-7	-13	100	16	-5	-10
COc1ccc(-c2cc3nc4c(c(N5CCC6(CC5)OCCO6)n3n2)CCC4)cc1	99	10	100	-21	-5	0	-1	102	10	17	1
CCc1ccc(CC)c(S(=O)(=O)Nc2ccc(C(=O)O)c(O)c2)c1	82	-1	90	-2	-14	-11	-4	78	28	0	0
CCOc1ccc2nc(Cl)c(CN(C(=O)c3cnccn3)C3CCCC3)cc2c1	98	-1	101	-25	0	-1	-9	102	14	-2	-4
CC(C)(C)n1nnnc1C(c1cccs1)N(Cc1cccnc1)Cc1ccco1 (stereo not drawn)	102	5	102	-1	-10	-7	-7	100	37	-2	3
COc1ccc(OC)c(NC(=O)C(CC(=O)O)Cc2ccc(Cl)cc2)c1 (stereo not drawn)	99	0	98	-57	-5	2	-1	94	28	3	0
COc1ccc(S(=O)(=O)N(C)CC(=O)N2CCN(Cc3ccccc3)CC2)cc1C	116	1	103	2	-8	-5	-4	103	52	0	0
Cn1nnc(NC(=O)COc2ccc(C3CCCCC3)cc2)n1	101	0	100	12	0	0	1	100	20	1	0
CC(C)(C)c1ccc(C(=O)Nc2nnc(Cc3c[nH]c4ccccc34)s2)cc1	100	-2	102	-5	0	-3	-7	103	5	-2	-5
COC(=O)CSc1nnc(-c2cnccn2)n1C	100	-6	93	-21	-16	-11	-3	97	22	-5	-5
O=C1CCC(C(=O)Nc2cccc3ccccc23)N1 (stereo not drawn)	101	1	102	-11	2	-1	3	103	37	1	2
CCn1cc(CN2CCCC(C(=O)c3ccc(-c4ccccc4)cc3)C2)cn1 (stereo not drawn)	107	1	99	-14	-4	0	-4	109	10	0	2
CCCc1nnc(NC(=O)CCCC(=O)O)s1	102	0	99	-4	-17	-12	-6	103	23	-3	-4
Cc1cc2nc(C3CCCN(C(=O)NCc4ccccc4)C3)[nH]c2cc1C (stereo not drawn)	93	1	101	9	-9	-2	-2	96	13	2	-2
CC(c1ccco1)N(C(=O)c1ccccc1F)c1ccccn1 (stereo not drawn)	?	-1	100	-42	-5	-1	-4	100	14	0	0
Cc1ccc(CN2C3=NCCCN3c3ccccc32)cc1	102	-2	101	-11	5	1	-2	104	31	-2	-8
